697 NFkB inh = inhibitors of the PMA/ionomycin-induced NF-kB reporter in 697 B cells; 330,000 tested, 0.33% active; inhibition, % at 4 µM; 697 B-cell NF-kB luciferase reporter, 16 h; in the data active means inhibition above about 35%
tim10-1 inh = inhibits growth of tim10-1 mutant yeast. S. cerevisiae tim10-1 ts strain growth, BacTiter-Glo, 24 h. 330,000 tested, 2.2% active. AID 463190. inhibition, % at 20 µM;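 active means inhibition of at least 40%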;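 further: mutant grown at 25 °C; 0% = DMSO wells with yeast and 100% = wells holding no yeast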
tim23-1 inh = inhibits growth of tim23-1 mutant yeast. S. cerevisiae tim23-1 growth, BacTiter-Glo luminescence, 24 h. inhibition, % at 20 µM. 330,000 tested, 1.3% active. AID 463212;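 active means growth inhibition of the mutant yeast at or above 50%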;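 further: temperature-sensitive mutant grown at 25 °C; plate controls were DMSO-treated mutant yeast for no effect and medium wells lacking yeast for full effect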
CHOP UPR activ = activators of apoptotic arm of unfolded protein response (CHOP) | CHO-CHOP luciferase reporter, UPR activation, luminescence; percent of tunicamycin response over DMSO baseline | activation, % at 10 µM | 330,000 tested, 0.34% active | AID 449763;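 active means at 10 µM dose, activation of 40% or more, normalized to positive control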;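 further: 100% = tunicamycin at 10 µg/mL and 0% = DMSO alone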
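Dosing – one dose, 10 µM in 0.5% DMSO · System – CHO-CHOP cells, stable luciferase reporter of PERK-eIF2a-CHOP signalling · Input – 500 cells/well · Control set – tunicamycin 10 µg/mL final as positive, DMSO-only wells as negative · Timing – 6 h compound treatment, 37 °C · Measure – % activation vs tunicamycin · Technique – luminescence read with Steady-Glo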
TIM10 inh = TIM10 yeast growth inhibition | inhibition, % at 10 µM | S. cerevisiae TIM10 strain growth, BacTiter-Glo luminescence, 24 h | 330,000 tested, 1.4% active;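 active means inhibition of 40% or more at the single tested concentration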;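 further: wild-type TIM10 isogenic control strain grown at permissive 25 °C; 0% = DMSO yeast wells and 100% = minimal medium wells without yeast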
XBP1 UPR activ = adaptive UPR (XBP1) activation | 330,000 tested, 0.33% active | CHO-XBP1 luciferase reporter, IRE1-XBP1 UPR activation, luminescence; percent of tunicamycin response, DMSO as zero | activation, % at 20 µM;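 active means versus positive control, 20 µM dose yields 30% or more activation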;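 further: 100% = tunicamycin at 10 µg/mL and 0% = DMSO only wells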
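Test system: CHO-XBP1 luciferase reporter cells | Buffer or medium: Serum-containing F12 medium, 10% FBS | Schedule: 6 h compound exposure at 37 °C, 5% CO2 | Detection: Steady-Glo luciferase glow luminescence, 10 min after reagent addition | Read-out basis: Activation, % of tunicamycin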
Mdm2-MdmX inh = inhibitors of human Mdm2/MdmX interaction | O15151+Q00987 | SaOS-2 split-luciferase Mdm2/MdmX complementation, luminescence | inhibition, % at 8 µM | 330,000 tested, 3% active | AID 485346;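 active means inhibition of at least 50% at 8 µM in the primary screen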
Target sequence (O15151 whole entry, looked up): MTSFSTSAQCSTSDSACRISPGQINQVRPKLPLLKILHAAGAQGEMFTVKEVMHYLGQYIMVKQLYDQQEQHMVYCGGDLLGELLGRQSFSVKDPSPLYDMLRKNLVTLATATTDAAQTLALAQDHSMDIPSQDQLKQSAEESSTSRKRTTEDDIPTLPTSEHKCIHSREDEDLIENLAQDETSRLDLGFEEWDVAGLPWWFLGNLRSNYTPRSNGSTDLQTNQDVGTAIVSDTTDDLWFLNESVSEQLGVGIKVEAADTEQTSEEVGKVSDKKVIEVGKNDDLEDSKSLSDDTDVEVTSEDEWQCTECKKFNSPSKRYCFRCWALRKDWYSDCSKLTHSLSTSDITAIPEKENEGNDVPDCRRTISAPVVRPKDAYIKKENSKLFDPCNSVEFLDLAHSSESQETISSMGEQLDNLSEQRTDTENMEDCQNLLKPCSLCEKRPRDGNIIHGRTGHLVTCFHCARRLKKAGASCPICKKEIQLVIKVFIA
Target sequence (Q00987 whole entry, looked up): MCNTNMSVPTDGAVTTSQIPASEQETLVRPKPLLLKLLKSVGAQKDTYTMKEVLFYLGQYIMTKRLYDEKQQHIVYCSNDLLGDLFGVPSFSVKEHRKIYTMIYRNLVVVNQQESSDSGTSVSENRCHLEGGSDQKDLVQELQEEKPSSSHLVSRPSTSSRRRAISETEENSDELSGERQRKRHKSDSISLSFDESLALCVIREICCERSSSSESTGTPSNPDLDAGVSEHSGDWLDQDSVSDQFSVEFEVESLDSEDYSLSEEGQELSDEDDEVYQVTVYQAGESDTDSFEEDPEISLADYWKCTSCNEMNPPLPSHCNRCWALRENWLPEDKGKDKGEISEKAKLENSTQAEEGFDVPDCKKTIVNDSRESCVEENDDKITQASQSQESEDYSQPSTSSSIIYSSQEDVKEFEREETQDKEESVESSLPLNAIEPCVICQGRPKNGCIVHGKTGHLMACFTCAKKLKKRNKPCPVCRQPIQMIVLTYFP
Jurkat NFkB inh = inhibitors of the PMA/ionomycin-induced NF-kB reporter in Jurkat cells. PMA/ionomycin-induced NF-kB luciferase reporter, luminescence. 330,000 tested, 0.53% active. AID 435003. inhibition, % at 4 µM; in the data active means inhibition above about 50%
An asterisk follows results filed as active; x = no result given.

compound	Jurkat NFkB inh	XBP1 UPR activ	Mdm2-MdmX inh	CHOP UPR activ	tim10-1 inh	tim23-1 inh	TIM10 inh	697 NFkB inh
CCCCNC(=O)CSc1nc(COc2ccccc2)nc2ccccc12	-18	0	2	0.4	4	21	-19	-7
COc1ccc(Nc2ccc(N3C(=O)CCC3=O)cc2[N+](=O)[O-])cn1	-3	-4	20	-1.1	-13	-3	-4	-7
COc1ccc(C(=O)CSc2nnc3ccc(-c4ccccn4)nn23)cc1	-9	-3	13	0.4	-14	-46	-65	9
O=C(Nc1cccnc1)c1ccc(S(=O)(=O)N2CCCCCC2)cc1	-10	2	3	-0.6	12	16	5	-2
CN(C)/C=C/c1onc(-c2ccccc2Cl)c1C#N	-7	-2	-5	2.9	23	11	19	7
O=C(Cn1c(=O)oc2cc(S(=O)(=O)N3CCCC3)ccc21)N1CCCC1	-4	-3	21	0.3	3	25	-6	6
CC(C)C(=O)Nc1c2c(nn1-c1ccc(F)cc1)CS(=O)(=O)C2	-3	-1	-22	-0.9	-5	0	5	10
c1coc(CSc2ncnc3c2oc2ccccc23)c1	-48	8	-22	5.4	19	26	10	-82
CCS(=O)(=O)c1ccc2c(c1)N(S(=O)(=O)c1ccccc1)CC(C(=O)O)O2 (centres undefined)	3	1	-32	-1.2	2	1	-6	10
Cc1ccccc1OCCC(=O)OCC(=O)NNC(=O)c1cccs1	-3	-2	9	1.0	5	-4	-5	17

Additional entries.
compound	Jurkat NFkB inh	XBP1 UPR activ	Mdm2-MdmX inh	CHOP UPR activ	tim10-1 inh	tim23-1 inh	TIM10 inh	697 NFkB inh
CCOC(=O)c1c(NC(=O)/C=C/C(=O)O)sc(C)c1-c1ccc(Cl)cc1	11	-3	13	0.3	0	30	2	20
N#Cc1ccc(C(=O)OCCc2cc3ccccc3c(=O)o2)cc1	-3	-2	7	0.8	-13	9	-5	22
O=C(/C=C/Nc1ccc(S(=O)(=O)Nc2ncccn2)cc1)c1cccs1	-3	0	22	0.6	6	4	-6	30
CC(=O)Nc1ccc(NC(=O)C(C)n2c3ccccc3c3nc(=O)cc(C)n32)cc1 (centres undefined)	-6	-1	9	0.5	1	-3	-11	5
O=C(CN1C(=O)CC(c2ccccc2)=Nc2ccccc21)NC1CCCCC1	2	-1	-1	0.8	37	31	24	-1
COc1cccc(C(=O)Nc2nnc(S(=O)(=O)N(C)Cc3ccc(F)cc3)s2)c1	-3	-3	7	-0.2	19	22	5	2
Cc1[nH]c(=O)[nH]c(=O)c1S(=O)(=O)N1CCCC(C(=O)NCCc2ccccc2)C1 (centres undefined)	7	-3	17	-2.4	-2	-14	1	6
COc1ccc(/C=N/NC(=O)c2ccc(Br)cc2)c(OC)c1	-11	-1	17	1.2	-13	10	-6	4
COc1ccc(NC(=O)Cc2nnc(N)s2)cc1	-2	-4	26	-2.5	19	10	4	-2
CNC(=S)N(Cc1ccc(OC)cc1)Cc1cc2cc(C)ccc2[nH]c1=O	10	4	35	0.5	-12	-9	-4	-7

(listing goes on)
compound	Jurkat NFkB inh	XBP1 UPR activ	Mdm2-MdmX inh	CHOP UPR activ	tim10-1 inh	tim23-1 inh	TIM10 inh	697 NFkB inh
C=CCOc1ccc(C2=NOC(C(=O)Nc3ccc4c(c3)OCCO4)C2)cc1 (centres undefined)	3	1	2	-2.1	20	27	-23	13
C#CCOCCOCCOCCNc1nc(N2CCN(C(=O)C([C@@H](C)O)n3cc([C@@H](N)CCCCN)nn3)CC2)nc(N2CCN(C(=O)[C@H](CCCCN)n3cc([C@@H](N)CC(N)=O)nn3)CC2)n1 (some centres undefined)	-12	-1	23	2.9	7	13	-2	11
FC(F)(F)c1cccc(Cn2nnnc2-c2cccc(C(F)(F)F)c2)c1	20	0	-25	0.1	37	17	2	-13
CSc1ccc(/C=C(/Sc2nnc(-c3ccccc3)o2)C(=O)O)cc1	4	-5	-2	-0.4	-21	-12	-16	7
O=C(CCN1C(=O)C2(OCCO2)c2ccccc21)c1ccccc1	-3	1	2	2.7	18	20	14	18
COc1cccc(C(=O)NCCS(=O)(=O)NCc2ccc3c(c2)OCO3)c1	-10	-2	12	-2.5	-1	-17	3	2
CCNC(=O)/C(=C\C=C\c1ccccc1)NC(=O)c1ccc(Br)o1	0	-1	13	0.4	10	12	-1	-29
CC(=O)C(C)Oc1ccc2c3c(c(=O)oc2c1)CCCC3 (centres undefined)	-27	4	-19	1.5	33	24	4	-29
O=C(N/N=C/C=C/c1ccc([N+](=O)[O-])cc1)c1cccs1	-19	0	-38	4.9	11	-14	-3	-54
O=C(O)/C=C/C(=O)NC1CCCCC1	10	0	7	0.6	-13	3	3	17

(cont.)
compound	Jurkat NFkB inh	XBP1 UPR activ	Mdm2-MdmX inh	CHOP UPR activ	tim10-1 inh	tim23-1 inh	TIM10 inh	697 NFkB inh
NC(=O)CC(NC(=O)Cc1ccc(Br)cc1)c1ccc(NC2CCC2)c([N+](=O)[O-])c1 (centres undefined)	17	0	12	-2.5	3	-2	-1	27
COc1ccc(NC(=O)Cn2nnc(C(=O)NCCc3ccc(OC)c(OC)c3)c2N)cc1	1	0	11	-1.2	11	6	7	13
O=C(NCCc1nc2ccccc2[nH]1)Nc1ccccc1	7	-2	1	-1.7	13	-11	-6	11
COc1ccc(C2=NOC(Cn3nc(-c4ccccc4)cc3C(=O)NCc3cccs3)C2)cc1 (centres undefined)	-18	-5	-3	2.1	10	16	-22	-2
O=[N+]([O-])c1cc(-c2nnc(-c3ccccc3)o2)ccc1Oc1ccc(Cl)cc1	-30	5	32	3.3	15	2	-14	-48
Cc1cccc(N2CCN(C(=O)c3cc(S(=O)(=O)N4CCOCC4)cn3C)CC2)c1C	-5	-3	28	0.8	12	15	5	1
CC1CCCCC1NC(=O)COC(=O)Cc1ccc(Cl)cc1 (centres undefined)	4	-1	1	-1.9	-2	13	2	13
NC(=O)CC(NC(=O)Cc1cccc2ccccc12)c1ccc(N2CCC(N3CCCCC3)CC2)c([N+](=O)[O-])c1 (centres undefined)	-3	-1	19	-1.6	-4	-9	5	9
CCc1ccc(NC(=O)c2cc(S(=O)(=O)N3CCCC3)c[nH]2)cc1	-6	-1	13	-1.8	-12	4	10	0
CCOC(=O)C1=C(COC(=O)Cc2ccccc2F)NC(=O)NC1C (centres undefined)	-24	-2	6	-0.5	0	2	7	-19

(list continues)
compound	Jurkat NFkB inh	XBP1 UPR activ	Mdm2-MdmX inh	CHOP UPR activ	tim10-1 inh	tim23-1 inh	TIM10 inh	697 NFkB inh
Cc1cc(C(=O)NCc2ccc(F)cc2)c2ccccc2n1	5	-1	-2	1.5	1	3	18	-9
COc1ccc(-c2c(=O)n(OCc3nc4ccccc4[nH]3)c3ccccc3[n+]2[O-])cc1	-6	-1	-2	0.9	-3	6	-12	-12
COC(=O)[C@@H]1C[C@H]1[C@@H](NS(=O)(=O)c1ccccc1)c1ccccc1	14	3	3	1.0	15	22	9	18
CCOC(=O)C1CCCCN1Cc1cccc(OCc2ccccc2)c1 (centres undefined)	-18	0	21	1.6	-17	11	-14	-2
O=C(c1ccc(F)cc1)N1CCCC(c2nc(-c3cccs3)no2)C1 (centres undefined)	-11	0	18	-2.4	-15	20	-11	-12
Cc1cnn(-c2cc(N/N=C/c3cccc(F)c3)ncn2)c1	-14	2	75*	3.9	11	-3	10	10
COCCn1c(=O)[nH]c2cc(C(=O)NCc3cccnc3)ccc2c1=O	-9	0	20	-1.4	13	4	4	3
CCc1ccccc1OCCCCCNCCO	4	2	-23	-1.1	7	-11	-9	14
CC(C)CC(C(=O)NC1CCCCC1)N(Cc1cccs1)C(=O)c1snc(C(N)=O)c1N (centres undefined)	-9	10	11	0.8	21	26	-3	15
COCCCN(C)C1CCN(C(=O)Nc2ccc(F)cc2)CC1	0	-3	0	-0.3	-18	-11	-1	23

Carrying on.
compound	Jurkat NFkB inh	XBP1 UPR activ	Mdm2-MdmX inh	CHOP UPR activ	tim10-1 inh	tim23-1 inh	TIM10 inh	697 NFkB inh
O=C(/C=C/c1cccc2ccccc12)NCCC1=CCCCC1	-15	-4	2	6.2	-12	13	-3	-4
COc1cccc(NC(=O)C2C3C=CC4(O3)C2C(=O)N(CCN2CCCCC2)C4C(=O)NC2CCCCC2C)c1 (centres undefined)	-28	-2	-16	0.0	10	18	-8	-11
CC(C)c1c(C(=O)N/N=C/c2cccc(OCc3ccccc3)c2)nnn1-c1nonc1N	-7	-4	-3	0.0	38	24	8	-26
COc1cc(-c2cccc([C@H]3[C@@H]4C=CC[C@@H](C)[C@@H]4C(=O)N3Cc3ccccc3)c2)cc(OC)c1OC	x	10	83*	3.6	15	33	2	1
CC(=O)N1CCN(Cc2nc3cc(NC(=O)c4cccc(Br)c4)ccc3n2C)CC1	2	0	17	0.6	11	28	-3	-16
O=C1CCCCC1c1cccc2ccccc12 (centres undefined)	1	-2	-8	1.1	-1	-1	-2	1
CNc1nc2c(Cl)cc(Cl)cc2s1	2	2	3	1.2	-24	11	4	-11
CCCN(CCC)CCCNc1ccc2nnc(-c3ccc(F)cc3)n2n1	-7	-1	-13	-0.6	11	-3	-1	3
CCOc1ccc(NC(=O)C2CC(=O)N(CCc3ccc(OC)c(OC)c3)C2)cc1OCC (centres undefined)	-5	-3	5	-2.3	-5	-6	6	-1
COc1ccc(N(C(=O)c2snc(C(N)=O)c2N)C(C(=O)NCc2ccccc2)c2ccc(F)cc2)c(OC)c1 (centres undefined)	1	0	39	4.0	8	17	25	17
CC1CCCC(N2CCN(C(=O)c3ccc(F)cc3)CC2)C1 (centres undefined)	-4	-1	-11	-0.5	9	6	8	-5
CCc1ccc2[nH]c(C(=O)N(C)c3ccc(F)cc3F)cc2c1	-18	1	-17	2.1	20	19	7	1

Screening data (PubChem)
